Compound activity as filed in PubChem BioAssay.
LMPTP block: blocks human LMPTP phosphatase; P24666; recombinant LMPTP-A, OMFP fluorogenic substrate, fluorescence intensity; inhibition, % at 20 µM; hit rate 0.22% among 360,000;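 active = compounds that cut the enzyme signal by at least half of the control window in the single-dose screen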;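 also: plate controls were DMSO wells with enzyme plus substrate for no effect and substrate without enzyme for full effect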
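Test system: LMPTP-A phosphatase enzyme; input: 0.625 nM LMPTP-A final; reagent: OMFP substrate, 400 µM final; compound dosing: 20 µM single dose, 3% DMSO; incubation: 50 min dark incubation at room temperature; measured by: endpoint fluorescence intensity from OMFP dephosphorylation; measure: % inhibition relative to no-enzyme and uninhibited control wells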
SUMO1-SIM PPI: modulators of human SUMO1-mediated protein-protein interactions | P63165 | hit rate 0.33% among 360,000 | inhibition, % at 20 µM | SUMO1 binding to a labelled peptide, TR-FRET, 1 h | AID 602429; in the data active = inhibition above about 37%
Target sequence (P63165 whole entry, looked up): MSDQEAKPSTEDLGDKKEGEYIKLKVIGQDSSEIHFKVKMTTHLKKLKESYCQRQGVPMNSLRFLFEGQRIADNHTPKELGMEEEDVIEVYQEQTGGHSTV
CSN inh: inhibitors of human CSN-mediated cullin deneddylation; Q92905; Purified CSN, SCF-Nedd8-OG deneddylation, fluorescence polarization; inhibition, % at 12.5 µM; hit rate 0.38% among 360,000; AID 651999;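 active = pattern-corrected inhibition above about 35%, with an unprinted fluorescence ratio check between 0.5 and 1.5, limit read from the data, passing the limit was not always enough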;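 also: 0% = enzyme with substrate and 100% = substrate without enzyme; some results filed as inactive read as strong as hits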
Target sequence (Q92905 whole entry, looked up, one chain of several): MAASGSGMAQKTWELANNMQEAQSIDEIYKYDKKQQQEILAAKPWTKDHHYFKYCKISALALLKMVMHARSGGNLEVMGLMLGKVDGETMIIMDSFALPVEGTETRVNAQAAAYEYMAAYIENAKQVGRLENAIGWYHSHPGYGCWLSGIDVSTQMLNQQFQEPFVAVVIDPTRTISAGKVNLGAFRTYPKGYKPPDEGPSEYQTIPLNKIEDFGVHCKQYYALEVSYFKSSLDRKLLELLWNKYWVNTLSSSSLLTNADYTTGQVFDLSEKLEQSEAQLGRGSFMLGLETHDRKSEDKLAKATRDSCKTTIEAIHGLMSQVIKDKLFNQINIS
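Material: purified human Csn5 enzyme expressed in HEK293T cells / Medium: Tris buffer pH 7.5, NaCl, DTT, Tween-20, trehalose, ovalbumin / Compound dosing: 12.5 µM single point / Schedule: 90 min incubation of compound, enzyme and substrate at room temperature / Signal: fluorescence polarization of the substrate / Control set: no-enzyme wells high, enzyme-with-substrate wells low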
TbMetRS inhib: blocks T. brucei methionyl-tRNA synthetase activity | inhibition, % at 11.9 µM | purified T. brucei MetRS, ATP depletion, Kinase-Glo luminescence | hit rate 0.4% among 360,000;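 active = inhibition above a per-plate cutoff of the control wells' mean inhibition plus 3 SD, cut at about 5.5% in these data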;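 also: 0% = DMSO wells median and 100% = median of wells with control inhibitor compound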
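Dosing: 11.9 µM single point; system: parasite MetRS enzyme; technique: luminescence of leftover ATP; times: 15 min enzyme-compound preincubation, 2 h reaction, 10 min detection, 25 °C; replicates: each compound tested once; read-out basis: percent inhibition relative to median high and low control wells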
NadD inh: NadD (S. aureus) enzyme inhibition. hit rate 0.78% among 360,000. purified NadD enzyme, colorimetric absorbance read-out. inhibition, % at 20 µM; in the data active = inhibition above about 26%; also: some compounds past the cut are filed as inactive
DNMT1 inh: blocks human DNA methyltransferase DNMT1; inhibition (reported as % activation of signal), % at 10 µM; P26358; AID 588458; hit rate 0.83% among 360,000; DNMT1 molecular beacon, Hinp1I cleavage, fluorescence; in the data active = inhibition above about 50%
Rpn11 inh: Rpn11 (human) deubiquitinase inhibition. AID 588493. calls only at 20 µM. O00487. human 26S proteasome, Ub4-pepOG fluorescence polarization; 20S core pre-blocked with epoxomicin. hit rate 0.59% among 360,000;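 active = inhibition at 20 µM, scaled to each plate's controls, above about 33%, limit read from the data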
MsrA inh: inhibitors of bovine MsrA; purified bovine MsrA, absorbance read-out; inhibition, % at 15.5 µM; hit rate 0.75% among 360,000; in the data active = inhibition above about 4.5%;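 also: 0% = vehicle wells with enzyme and 100% = reference inhibitor wells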
STEP inh: STEP (human) phosphatase inhibition; recombinant STEP, OMFP fluorogenic substrate, fluorescence; inhibition, % at 20 µM; hit rate 0.25% among 360,000;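 active = inhibition at 20 µM, scaled per plate between control wells, above about 37%, limit read from the data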;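 also: 0% = DMSO with enzyme and substrate and 100% = substrate only without enzyme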
Target sequence (P54829 whole entry, looked up): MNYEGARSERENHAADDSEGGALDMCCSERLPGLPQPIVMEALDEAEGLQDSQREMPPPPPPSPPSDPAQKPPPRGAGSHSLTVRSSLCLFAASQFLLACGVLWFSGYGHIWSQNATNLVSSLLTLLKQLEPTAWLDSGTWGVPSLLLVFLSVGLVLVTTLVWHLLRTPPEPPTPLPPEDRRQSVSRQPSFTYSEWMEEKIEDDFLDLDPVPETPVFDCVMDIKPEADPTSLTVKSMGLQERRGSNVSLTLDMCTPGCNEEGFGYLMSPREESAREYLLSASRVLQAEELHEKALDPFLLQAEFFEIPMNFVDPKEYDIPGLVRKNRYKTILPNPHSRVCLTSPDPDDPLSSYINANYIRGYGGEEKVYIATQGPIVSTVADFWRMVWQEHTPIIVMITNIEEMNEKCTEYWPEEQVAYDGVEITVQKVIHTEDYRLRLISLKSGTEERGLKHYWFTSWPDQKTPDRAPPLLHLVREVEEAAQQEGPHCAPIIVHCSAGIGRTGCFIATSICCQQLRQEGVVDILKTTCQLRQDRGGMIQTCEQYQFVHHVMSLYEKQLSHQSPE
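System: STEP (striatal-enriched tyrosine phosphatase) enzyme, cell-free; medium: Bis-Tris pH 6.0 buffer with DTT, detergent; dosing: 20 µM, 1% DMSO; times: reaction 20 min, ambient temperature; detection: fluorescence, 480/540 nm; read-out basis: normalized % inhibition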
Scp1 inh: Scp-1 (human) phosphatase inhibition; AID 493091; Recombinant Scp1, phosphopeptide, malachite green phosphate absorbance; hit rate 0.88% among 340,000; inhibition, % at 20 µM;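 active = inhibition above about 50% at 20 µM, limit read from the data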;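 also: plate controls were DMSO wells with enzyme for no effect and wells lacking enzyme for full effect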
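Test system: SCP-1 phosphatase catalytic domain, residues 76-261 | Compound dosing: One concentration, 20 µM, with 1.0% DMSO | Schedule: 45 min room-temperature reaction, 5 min colour, 30 min stabiliser | Detection: Absorbance at 630 nm | Read-out basis: % inhibition of SCP-1 phosphate liberation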
Active calls of the source: *; i = inactive; . = no result given. Compounds as they come; overall some 3.9% were active at least once.

SMILES | LMPTP block | SUMO1-SIM PPI | CSN inh | TbMetRS inhib | NadD inh | DNMT1 inh | Rpn11 inh | MsrA inh | STEP inh | Scp1 inh
COC(=O)c1ccc(OCC(=O)NC2CCCCCC2)cc1 | -0.1 | 0.4 | -0.5 | 0.3 | 2.0 | 0.8 | i | -1.7 | 0.3 | 1.0
Cc1ccc(SCC(=O)NC(=O)c2ccc(S(=O)(=O)N(C)C)cc2)cc1C | -0.9 | 0.6 | -11.1 | -0.3 | -9.7 | 0.1 | i | -0.3 | -3.0 | -6.7
COc1ccc(OC(=O)c2cnc3n(c2=O)CCS3)cc1 | -1.7 | 1.7 | 4.3 | -0.1 | 0.0 | 2.9 | i | 0.9 | 0.6 | -0.4
O=C(CC(=O)N/N=C\c1ccc([N+](=O)[O-])cc1)NCCc1ccccc1 | -1.1 | -35.1 | -3.0 | -0.6 | -5.8 | -1.4 | i | 2.0 | -1.4 | -9.7
CC(C)CC(NC(=O)OC(C)(C)C)C(=O)O (centres undefined) | -0.8 | -0.4 | -1.6 | -0.2 | -2.6 | 3.9 | i | -0.8 | 1.8 | -14.9
CSc1sc(C(=O)N2CCc3ccccc32)cc1S(=O)(=O)C(C)C | 1.3 | -1.4 | -0.4 | 0.7 | -6.8 | 2.5 | i | 1.3 | 1.2 | -7.1
C/C=C/C(=O)Nc1nnc(C2CCCCC2)s1 | -0.6 | 4.9 | -4.9 | -0.7 | -4.7 | 1.6 | i | -0.1 | -3.9 | 4.2
CC1CCCC(C)N1C(=O)CSc1nnc(NC(=O)c2cccs2)s1 (centres undefined) | -0.4 | 0.5 | -3.4 | -0.1 | -1.2 | -0.1 | i | 3.0 | 1.2 | -10.8
COc1ccc(S(=O)(=O)Nc2c(C)n(C)n(-c3ccccc3)c2=O)cc1C(=O)O | -0.8 | 2.3 | -0.6 | -1.8 | -3.0 | 4.3 | i | -0.4 | -2.2 | -11.7
Cn1c(CNc2nc(-c3ccccc3)cs2)nnc1SCC(=O)c1ccccc1 | 1.2 | -4.0 | 10.3 | -0.8 | 7.4 | -10.9 | i | -0.3 | -3.2 | -1.6
Cc1ccc(C2CC(c3cccc(Br)c3)Nc3nnnn32)cc1 (centres undefined) | -0.2 | -0.4 | 3.4 | -0.2 | 11.2 | -4.5 | i | 1.1 | 2.3 | -4.9
O=C(Nc1ccc2cn[nH]c2c1)c1c(Cl)cccc1Cl | -1.8 | 0.3 | -9.9 | -0.3 | -3.0 | -0.2 | i | 0.0 | 0.1 | -0.2
COc1cccc(NC(=O)CN(C)C(=O)c2sc3cc(Cl)ccc3c2Cl)c1 | 1.7 | -1.9 | -2.1 | -0.1 | -4.1 | -5.7 | i | 0.8 | -1.1 | -12.4
CC(CCc1ccccn1)(CCc1ccccn1)C(=O)c1ccccc1 | 0.2 | 3.6 | -2.6 | -0.3 | -7.5 | 5.9 | i | 0.4 | -2.6 | -18.1
CC(=O)Nc1ccc(Nc2nc3c(S(=O)(=O)c4ccc(C)c(C)c4)nnn3c3ccccc23)cc1 | 0.8 | 2.5 | 5.1 | -0.5 | 16.8 | 2.7 | i | -0.6 | -0.2 | -3.2
CN(C)S(=O)(=O)c1ccc(/C(O)=C2/C(=O)C(=O)N(CCN3CCCCC3)C2c2cccnc2)cc1 (centres undefined) | -3.5 | -7.7 | -4.6 | 0.3 | -1.3 | 0.2 | i | 4.9* | -1.7 | -2.0
COc1cc(OC)cc(C(=O)N2CCN(Cc3cccc(F)c3)CC2)c1 | -1.1 | -0.6 | -0.1 | -0.3 | 0.9 | -0.2 | i | 1.6 | 1.4 | -3.5
Cc1c(C(=O)O)cccc1N1C(=O)Nc2ccccc2N1O | 0.5 | -1.2 | 2.2 | 0.0 | -4.7 | 4.4 | i | -1.7 | -2.5 | -9.4
CC(=O)/C(=N/Nc1cccc(C)c1)N1CCOCC1 | -1.5 | -4.1 | 2.3 | 0.3 | 1.1 | 16.8 | i | 0.6 | -5.8 | -3.1
O=C(NCc1ccco1)c1ccc(S(=O)(=O)N2CCOCC2)cc1 | 4.6 | 6.8 | 25.4 | 0.4 | 2.9 | 76.3* | i | -0.6 | 12.5 | 33.4
Cc1nn(CCOc2cccc(Cl)c2)c(C)c1[N+](=O)[O-] | 0.3 | -2.0 | -1.6 | -0.6 | -11.4 | 2.0 | i | 0.5 | 1.3 | -4.6
CC(=O)Nc1cccc(NC(=O)C2CC(=O)N(c3ccc(C)cc3)C2)c1 (centres undefined) | -0.5 | 3.2 | 0.6 | -0.6 | -2.0 | 3.4 | i | 0.2 | 1.7 | -5.2
Cc1cccc(CN2CCN(C3CN(Cc4cn(Cc5ccccc5F)nn4)S(=O)(=O)C3)CC2)c1 (centres undefined) | -1.8 | -5.9 | -2.9 | -0.4 | -6.0 | -0.2 | i | -0.6 | -0.4 | .
Cc1nc(NC(=O)c2cccc(Cl)c2)sc1C(=O)N1CCCCC1 | 0.3 | -1.3 | -0.1 | -0.7 | -6.2 | 1.0 | i | 1.8 | 1.2 | -10.6
O=C(CCCSc1ccc(Cl)cc1)Nc1cc(S(=O)(=O)N2CCOCC2)ccc1O | 9.8 | 9.4 | 0.8 | -0.1 | 14.1 | -3.0 | i | 2.1 | 16.2 | -5.7

A stretch taken from the entries so far, as a working copy:
SMILES | LMPTP block | SUMO1-SIM PPI | CSN inh | TbMetRS inhib | NadD inh | DNMT1 inh | Rpn11 inh | MsrA inh | STEP inh | Scp1 inh
Cc1c(C(=O)O)cccc1N1C(=O)Nc2ccccc2N1O | 0.5 | -1.2 | 2.2 | 0.0 | -4.7 | 4.4 | i | -1.7 | -2.5 | -9.4
CC(=O)/C(=N/Nc1cccc(C)c1)N1CCOCC1 | -1.5 | -4.1 | 2.3 | 0.3 | 1.1 | 16.8 | i | 0.6 | -5.8 | -3.1

More entries follow.
SMILES | LMPTP block | SUMO1-SIM PPI | CSN inh | TbMetRS inhib | NadD inh | DNMT1 inh | Rpn11 inh | MsrA inh | STEP inh | Scp1 inh
C#CCOc1ccc(/C=N/O)cc1Cl | -1.8 | 3.2 | -19.1 | 0.3 | -10.7 | 4.6 | i | -0.4 | -1.2 | -4.1
CCCCn1nnnc1SCC(=O)NNC(=O)C1CCCCC1 | -0.7 | 2.8 | -3.6 | -0.2 | 3.7 | 0.3 | i | 1.7 | -0.9 | -1.3
COCCOc1cc(NCc2ccccc2)c2ncn(C(C)C)c2c1 | -0.1 | 0.5 | 2.9 | -0.1 | 4.4 | -8.7 | i | 0.8 | -4.0 | -3.8
CN1CCCC(OC(=O)c2cc(Cl)ccc2Cl)C1 (centres undefined) | -0.6 | 2.8 | 3.2 | -0.4 | -3.0 | 0.3 | i | 0.9 | 1.2 | 3.8
COc1ccc(C(=O)NCC(=O)N/N=C/c2ccc([N+](=O)[O-])s2)cc1OC | 0.0 | -19.6 | 5.0 | -1.1 | -5.7 | -10.3 | i | 2.4 | 0.7 | -4.0
COC(=O)c1cnc(Nc2nc(C(N)c3ccccc3Cl)cs2)nc1C(F)(F)F (centres undefined) | -1.3 | 4.8 | 2.1 | -0.3 | 3.0 | -0.6 | i | -0.3 | -3.3 | .
CC(=NNC(=O)c1cc(C)oc1C)c1ccc(Br)s1 | -1.3 | -0.9 | 1.1 | -0.1 | -6.1 | 2.2 | i | 0.9 | 3.5 | -4.6
COc1ccc(NC(=O)C2CCCN(C(=O)NC3CCCCC3)C2)cc1OC (centres undefined) | -1.2 | -1.5 | 0.8 | -1.0 | 0.0 | -0.2 | i | -0.2 | 0.1 | -6.8
CCN1C(=O)[C@H]2[C@H]3CN=C(SCc4ccc(C)cc4)N3[C@@](CC)(C(=O)OC)[C@H]2C1=O | -2.2 | 3.6 | -2.9 | 0.1 | -0.6 | -0.8 | i | 0.7 | -2.9 | 9.2
COc1ccccc1-n1cc(-c2ccc(C)cc2)[nH]c1=S | 0.9 | 5.6 | -2.7 | -0.2 | 5.6 | -3.8 | i | 0.8 | 0.1 | -5.7
COc1ccc(NS(=O)(=O)c2cc(C(=O)N3CCCCCC3)ccc2C)cc1 | 1.3 | -1.5 | -1.5 | -0.1 | 3.9 | 2.2 | i | -0.3 | -1.3 | 2.1
Cc1cc(Nc2ccc(C(=O)O)cc2)nc(N)n1 | 5.8 | 2.2 | 5.2 | -0.4 | -4.3 | 0.7 | i | 1.5 | -0.1 | -4.7
COc1cccc2cc(C(=O)NCc3ccco3)c(=O)oc12 | -1.6 | -16.5 | -17.5 | -0.2 | -0.7 | -0.8 | i | 0.9 | -1.4 | -2.7
CCN(CC)S(=O)(=O)c1cccc(C(=O)N2CC(O)CC2C(=O)O)c1 (centres undefined) | 0.3 | -2.8 | 0.2 | 0.0 | -2.8 | -1.0 | i | 0.6 | -3.0 | 2.9
O=C1COc2ccc(C(=O)NC3CC3)cc2N1 | -0.6 | 1.1 | 5.9 | -0.8 | 3.6 | 0.3 | i | -0.5 | -0.3 | -0.7
Cc1ccc(-c2c(C(=O)c3ccc(Br)cc3)[nH]c(N)c2C(=O)NCc2ccc(Cl)cc2)cc1 | -0.1 | 3.2 | 1.1 | -0.1 | 22.4 | . | . | -1.1 | . | .
COC(=O)c1ccc(NC(=O)Cn2cnc3c(nnn3-c3cccc(OC)c3)c2=O)cc1 | -0.1 | 3.1 | 1.6 | -0.3 | 6.1 | 16.4 | i | -0.3 | 3.3 | -1.2
Nc1ccn([C@@H]2O[C@H](CNC(=O)[C@@H](Cc3cn(COCc4ccccc4)cn3)NC=O)[C@@H](O)[C@H]2O)c(=O)n1 | -1.8 | 4.1 | 1.9 | -0.1 | 2.3 | 4.2 | i | -1.6 | -0.1 | .
COc1ccc(C(=O)/C=C(\C)Nc2ccc3c(c2)OCO3)cc1 | 1.8 | 4.2 | -4.3 | -0.3 | -0.2 | -20.4 | i | 1.6 | 5.2 | -1.8
NC(=O)C(c1ccc(Sc2ccccc2)nn1)c1ccc(Cl)cc1Cl (centres undefined) | 0.9 | 1.4 | 2.2 | 0.1 | -3.0 | -2.9 | i | 0.1 | 1.8 | -2.2
COc1ccc(Cl)cc1NC(=O)c1cc(-c2ccccc2)on1 | 0.7 | 6.1 | -2.1 | -1.6 | 12.4 | 12.7 | i | -0.5 | 1.2 | 0.1

Part of the list above, reduced to DNMT1 inh.
molecule | DNMT1 inh
CCCCn1nnnc1SCC(=O)NNC(=O)C1CCCCC1 | 0.3
COCCOc1cc(NCc2ccccc2)c2ncn(C(C)C)c2c1 | -8.7
